High-throughput results deposited in PubChem BioAssay by several laboratories.
SARS 3CLpro inh – SARS-CoV 3CLpro protease inhibition | P0C6X7 | 0.14% of 290,000 active | recombinant SARS-CoV 3CLpro, quenched FRET peptide cleavage | inhibition, % at 6 µM; in the data active means inhibition above about 12%
PrPC TRFRET – cell surface PrPC inhibition, primary TR-FRET screen. P04156. TR-FRET read-out. inhibition, % at 13.8 µM. 0.43% of 370,000 active; in the data active means inhibition above about 24%; further: 0% = median of the test wells and 100% = reference compound wells
PriA SSB inh – K. pneumoniae PriA-SSBct interaction inhibition | inhibition, % at 33 µM | AID 1272365 | AlphaScreen SSBct-PriA binding, biotinylated peptide | 0.6% of 430,000 active; in the data active means inhibition mostly above about 37%, no sharp cut-off; inactive means mostly below about 20%;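 further: plate controls were negative control peptide for no effect and reference peptide for full effect; strong numbers were not always called active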
VHR inh abs – blocks human VHR1 dual specificity phosphatase. inhibition, % at 13.3 µM. recombinant VHR phosphatase, pNPP absorbance. P51452. 0.52% of 290,000 active; in the data active means inhibition above about 50%; further: some compounds called inactive have numbers as strong as hits
Target sequence (P51452 whole entry, looked up): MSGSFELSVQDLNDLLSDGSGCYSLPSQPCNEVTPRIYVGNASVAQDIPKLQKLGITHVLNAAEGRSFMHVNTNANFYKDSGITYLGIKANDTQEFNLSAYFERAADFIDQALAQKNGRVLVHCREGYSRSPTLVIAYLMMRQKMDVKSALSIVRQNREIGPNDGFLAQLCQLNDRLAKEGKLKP
TcdB inh – blocks C. difficile toxin B glycohydrolase activity. P18177. TcdB glycohydrolase enzymatic assay, plate reader. inhibition, % at 9.99 µM. 0.24% of 350,000 active. AID 652162; in the data active means inhibition above about 10%
CCHFV vOTU inh – blocks the CCHF virus ovarian tumor domain protease; 0.55% of 370,000 active; CCHFV vOTU protease, Pep-AMC fluorescence; inhibition, % at 11.5 µM; in the data active means inhibition above about 30%; further: 0% = vehicle wells with enzyme and 100% = no enzyme wells
MazF activator – activators of E. coli MazEF toxin-antitoxin RNase; 0.32% of 350,000 active; P0AE70; FAM/BHQ RNA-DNA oligo cleavage fluorescence, 5 h; activation, % at 20 µM; in the data active means activation above about 50%
Target sequence (P0AE70 whole entry, looked up): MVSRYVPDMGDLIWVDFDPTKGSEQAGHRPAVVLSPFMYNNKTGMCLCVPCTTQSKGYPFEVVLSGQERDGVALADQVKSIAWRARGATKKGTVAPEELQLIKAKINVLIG
BH1578 lux ind – induces V. cholerae light production without autoinducers; activation, % at 18.7 µM; 0.16% of 350,000 active; V. cholerae BH1578 lux reporter, luminescence, 6 h; in the data active means activation mostly above about 9.7%, no sharp cut-off; further: not every result past the cut was called active; inactives centre near 0; reference of the scale not given here
Rv3671c protease – Rv3671c (M. tuberculosis) protease inhibition. P9WHR9. inhibition, % at 5.96 µM. 0.048% of 320,000 active. AID 2606; in the data active means inhibition above about 38%;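 further: extracellular domain of Rv3671c used as enzyme; 0% = enzyme with DMSO and 100% = no enzyme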
Target sequence (P9WHR9 whole entry, looked up, the tested form may be a part): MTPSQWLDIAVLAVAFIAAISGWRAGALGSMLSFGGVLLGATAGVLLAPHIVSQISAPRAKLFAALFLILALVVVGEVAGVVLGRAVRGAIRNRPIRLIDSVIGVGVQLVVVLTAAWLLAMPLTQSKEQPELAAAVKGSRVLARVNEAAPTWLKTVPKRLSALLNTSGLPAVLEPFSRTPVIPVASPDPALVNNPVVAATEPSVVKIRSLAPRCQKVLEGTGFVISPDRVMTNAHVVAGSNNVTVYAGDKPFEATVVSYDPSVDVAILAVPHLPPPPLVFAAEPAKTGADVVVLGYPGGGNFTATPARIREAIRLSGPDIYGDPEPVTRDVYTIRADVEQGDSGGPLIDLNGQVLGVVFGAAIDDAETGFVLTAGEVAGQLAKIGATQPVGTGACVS
Y pestis TopoI – Y. pestis Topo-I inhibition via cleavage products | Y. pestis Topo-I cleavage product accumulation, plate reader | activity, % at 10 µM | 0.064% of 360,000 active; in the data active means activity above about 50%, passing the limit was not always enough; further: inactives centre near 2
The depositor's hits bear a star; i = inactive; . = not tested or not shown.

entry	SMILES	SARS 3CLpro inh	PrPC TRFRET	PriA SSB inh	VHR inh abs	TcdB inh
1	CC1CCCN(CCCN2C(=O)C3C(C(=O)Nc4ccc(Cl)cc4)C4C=CC3(O4)C2C(=O)NC2CCCCC2)C1 (configuration not stated)	0	-6	-3	25	0.7
2	COc1cccc(NS(=O)(=O)NC(=O)c2c[nH]c3ccccc23)c1	4	-3	-1	2	2.1
3	O=C(CSc1nc2ccccc2c(=O)[nH]1)Nc1ccccc1C(F)(F)F	3	-1	-14	19	0.1
4	COC(=O)c1sccc1NC(=O)/C=C/c1c(Cl)cccc1Cl	1	3	-10	-10	.
5	C=CCN1C(c2ccc(OCC)cc2)=CS/C1=C(\C#N)c1nnc2n1CCCCC2	-2	2	4	24	0.2
6	COc1ccc(-c2cc3nc4n(c(=O)c3s2)CCCCC4)cc1	-1	-5	-4	27	0.6
7	CC[C@@]1(C(=O)OC)N[C@H](CN(C)C(=O)c2ccc(C(C)(C)C)cc2)[C@@H]2C(=O)N(Cc3ccccc3)C(=O)[C@@H]21	.	7	-7	.	0.8
8	CCCN(CCC)CCCNC(=O)c1cn(-c2ccc(OC)cc2)c(=O)c2ccccc12	-1	-2	-2	53*	0.7

entry	CCHFV vOTU inh	MazF activator	BH1578 lux ind	Rv3671c protease	Y pestis TopoI
1	1	6	-0.2	6	4
2	5	4	-0.7	7	7
3	2	-19	-0.5	-18	8
4	9	12	i	-3	-3
5	6	-3	-1.5	-2	12
6	-44	5	-0.9	-3	9
7	3	6	i	3	22
8	2	5	-1.4	4	0

The last 4 entries of the section before open the next one.
entry	SMILES	SARS 3CLpro inh	PrPC TRFRET	PriA SSB inh	VHR inh abs	TcdB inh
5	C=CCN1C(c2ccc(OCC)cc2)=CS/C1=C(\C#N)c1nnc2n1CCCCC2	-2	2	4	24	0.2
6	COc1ccc(-c2cc3nc4n(c(=O)c3s2)CCCCC4)cc1	-1	-5	-4	27	0.6
7	CC[C@@]1(C(=O)OC)N[C@H](CN(C)C(=O)c2ccc(C(C)(C)C)cc2)[C@@H]2C(=O)N(Cc3ccccc3)C(=O)[C@@H]21	.	7	-7	.	0.8
8	CCCN(CCC)CCCNC(=O)c1cn(-c2ccc(OC)cc2)c(=O)c2ccccc12	-1	-2	-2	53*	0.7
9	CCC(=O)N1CCc2cc(S(=O)(=O)NC(Cc3ccccc3)C(=O)O)ccc21 (configuration not stated)	-3	5	3	2	0.1
10	COc1cccc(NC(=O)COC(=O)C2CC3CCCC(C2)C3=O)c1 (configuration not stated)	.	10	-3	.	-12
11	O=C(Cn1ccc2ccccc2c1=O)N1CCN(c2cccc(Cl)c2)CC1	-2	7	-6	31	.
12	CC(O)c1cc2c(cc1NC(=O)c1cnn3c1NC(c1ccco1)CC3C(F)(F)F)OCO2 (configuration not stated)	2	-5	-11	-4	.
13	Cc1ccnc2nc(C(=O)Nc3nnc(-c4ccc(Cl)cc4)o3)nn12	1	8	4	8	4.5
14	O=C(NCCc1nc2ccccc2[nH]1)c1ccc(Br)o1	0	-3	-9	12	0.9
15	COc1ccc(CNC(=O)C(c2ccco2)N(C(=O)c2snc(C(N)=O)c2N)c2ccccc2OC)cc1 (configuration not stated)	1	0	-15	24	1.5
16	c1ccc(CSc2nnnn2-c2ccc3c(c2)OCCO3)nc1	2	-3	-10	18	.

entry	CCHFV vOTU inh	MazF activator	BH1578 lux ind	Rv3671c protease	Y pestis TopoI
5	6	-3	-1.5	-2	12
6	-44	5	-0.9	-3	9
7	3	6	i	3	22
8	2	5	-1.4	4	0
9	-15	6	-0.4	1	8
10	7	3	i	-6	1
11	23	1	i	1	7
12	-3	10	i	-8	-8
13	7	-2	i	13	9
14	-21	9	-0.3	-1	3
15	-5	1	-4.4	5	-6
16	-11	1	6.7	1	4

Further structures follow.
entry	SMILES	SARS 3CLpro inh	PrPC TRFRET	PriA SSB inh	VHR inh abs	TcdB inh
17	CCOC(=O)c1c(S(=O)(=O)NC2CCN(C(=O)OCC)CC2)c(C)n(C)c1C	6	9	-12	-5	0.5
18	O=C(O)c1ccc2c(c1)C(=O)N(NC(=O)c1ccc(O)cc1)C2=O	0	-6	-16	7	.
19	O=C1CCN(C(=O)Nc2ccccc2Cl)N1	-7	-7	-18	24	.
20	CN(CCO)c1ncnc2c1sc1nc(N3CCOCC3)c3c(c12)CCC3	-3	-3	7	32	0.6
21	Cc1ccc(-c2nnc(/C=C/c3ccccc3)o2)cc1	-1	7	-16	-2	1.0
22	COCCNC(=O)CCC1CCN(Cc2cccc(-c3ccc(C)o3)c2)CC1	0	-8	1	-42	0.9
23	CCCOC(=O)c1ccc(NC(=O)C(=O)NCCN(CC)CC)cc1	-1	7	2	0	-5.7
24	CC(C)OC(=O)/C(C#N)=C/c1cn(C)c2ccccc12	-4	-2	-26	5	1.5

entry	CCHFV vOTU inh	MazF activator	BH1578 lux ind	Rv3671c protease	Y pestis TopoI
17	4	7	-0.9	5	4
18	-4	6	0.4	-10	12
19	-3	1	-0.3	-3	7
20	-8	-1	-0.7	-2	13
21	-5	-1	i	8	48
22	-8	4	0.3	-6	21
23	2	5	0.8	7	-3
24	15	0	-0.6	-3	10

Another view of some results above.
#20 CN(CCO)c1ncnc2c1sc1nc(N3CCOCC3)c3c(c12)CCC3
#21 Cc1ccc(-c2nnc(/C=C/c3ccccc3)o2)cc1
#22 COCCNC(=O)CCC1CCN(Cc2cccc(-c3ccc(C)o3)c2)CC1
#23 CCCOC(=O)c1ccc(NC(=O)C(=O)NCCN(CC)CC)cc1
#24 CC(C)OC(=O)/C(C#N)=C/c1cn(C)c2ccccc12

| entry no. | 20 | 21 | 22 | 23 | 24 |
| --- | --- | --- | --- | --- | --- |
| SARS 3CLpro inh | -3 | -1 | 0 | -1 | -4 |
| PrPC TRFRET | -3 | 7 | -8 | 7 | -2 |
| PriA SSB inh | 7 | -16 | 1 | 2 | -26 |
| VHR inh abs | 32 | -2 | -42 | 0 | 5 |
| TcdB inh | 0.6 | 1.0 | 0.9 | -5.7 | 1.5 |
| CCHFV vOTU inh | -8 | -5 | -8 | 2 | 15 |
| MazF activator | -1 | -1 | 4 | 5 | 0 |
| BH1578 lux ind | -0.7 | i | 0.3 | 0.8 | -0.6 |
| Rv3671c protease | -2 | 8 | -6 | 7 | -3 |
| Y pestis TopoI | 13 | 48 | 21 | -3 | 10 |

The list continues.
entry	SMILES	SARS 3CLpro inh	PrPC TRFRET	PriA SSB inh	VHR inh abs	TcdB inh
25	CCOC(=O)CNC(=O)CSc1nnc(-c2cccc(OC)c2)n1CC	3	-3	-16	1	.
26	COc1ccc(CC(=O)NCc2n[nH]c(=S)n2-c2ccccc2)cc1	0	-2	-3	26	0.5
27	Nc1nnn(-c2ccccc2)c1-c1ccccc1	.	8	3	.	0.2
28	CCOC(=O)CN1C(=O)N[C@@H](c2ccccc2)[C@H](C(C)=O)[C@H]1C	.	5	-9	.	-3.8
29	CN(C)C(=O)/C(=C\c1ccc(-c2cccc([N+](=O)[O-])c2)o1)NC(=O)c1ccccc1	3	-26	9	22	2.7
30	Cc1nn(-c2ccc(N3CCCCC3)nn2)c(C)c1CCC(=O)Nc1cccc(F)c1	-2	0	-21	-2	1.3
31	O=C(O)CCC(=O)N1CCCC1	0	-5	-14	40	-1.4
32	O=C(N/N=C/c1ccc(OC(=O)c2ccccc2Cl)cc1)c1cc(O)cc(O)c1	0	-11	.	40	0.1

entry	CCHFV vOTU inh	MazF activator	BH1578 lux ind	Rv3671c protease	Y pestis TopoI
25	2	5	-0.6	5	0
26	-3	-1	-0.5	5	4
27	4	11	-0.5	2	-8
28	15	1	-11	9	-5
29	-3	-3	i	-8	-3
30	3	2	-5.3	-1	20
31	-3	-3	-0.3	3	-2
32	-7	3	-0.8	.	-3

(next part)
entry	SMILES	SARS 3CLpro inh	PrPC TRFRET	PriA SSB inh	VHR inh abs	TcdB inh
33	COc1ccc(S(=O)(=O)Nc2ccccn2)cc1OC	4	2	-7	20	0.5
34	COc1ccc(/C=C/C(=O)c2cc(F)ccc2OC(=O)c2ccccc2C)cc1OC	3	6	12	-7	0.0
35	CCOC(=O)c1cc(CC)sc1NC(=O)CN1CCN(C(=O)c2ccco2)CC1	3	-3	-5	2	0.3
36	CC(=O)Nc1ccc(S(=O)(=O)N2CCC(NC(=O)c3ccco3)CC2)cc1	-1	5	-15	4	.
37	Cc1ccc(CN2CCN(/N=C/C(Br)=C\c3ccccc3)CC2)cc1	5	2	i	22	-0.2
38	COc1cccc(N2[C@@H](CC(C)=O)c3cc(C(F)(F)F)ccc3S2(=O)=O)c1	.	5	1	.	-2.0
39	Cc1ccc(-c2cccc(OC(=O)c3ccccc3F)c2)cc1	2	0	-10	27	.
40	CCc1ccc(CNC(=O)CCn2ccc3cc(S(=O)(=O)N4CCCC4)ccc32)cc1	5	6	-10	-3	-0.6

entry	CCHFV vOTU inh	MazF activator	BH1578 lux ind	Rv3671c protease	Y pestis TopoI
33	-5	12	-5.9	-6	4
34	10	-5	-0.1	-15	39
35	10	-8	i	-3	29
36	5	7	i	1	0
37	0	7	0.4	-3	41
38	16	0	-0.9	-10	5
39	-9	-2	6.7	0	3
40	-2	-9	-0.9	1	13

Next section:
entry	SMILES	SARS 3CLpro inh	PrPC TRFRET	PriA SSB inh	VHR inh abs	TcdB inh
41	S=c1[nH]nc(-c2ccncc2)n1/N=C/C=C/c1ccco1	0	-9	.	38	1.4
42	O=C(CNS(=O)(=O)c1cccs1)N1CCC2(CC1)OCCO2	-7	4	3	15	.
43	O=C(COc1ccc2ccc(=O)oc2c1)Nc1ccc2c(c1)OCCO2	-2	4	-14	.	.
44	COc1ccccc1NS(=O)(=O)c1cccc(C(=O)NN=C2CCCC2)c1	2	-7	0	2	-5.5
45	Cc1ccc(S(=O)(=O)N(C)C)cc1NC(=O)COC(=O)Cc1n[nH]c(=O)c2ccccc12	5	0	-1	-4	1.3
46	Cc1ccc(CNS(=O)(=O)CCNC(=O)c2ccccc2)cc1	.	-9	-17	.	0.9
47	CC1CCC(N(C)C2CCN(C)CC2)CC1 (configuration not stated)	-5	-3	-12	17	0.9
48	CC(NC(=O)C1C(=O)N(CCO)C2(C)CC1c1ccccc1O2)c1ccccc1 (configuration not stated)	-6	-3	-3	12	.

entry	CCHFV vOTU inh	MazF activator	BH1578 lux ind	Rv3671c protease	Y pestis TopoI
41	8	8	.	-1	0
42	-9	10	-1.1	1	-10
43	8	14	i	-3	4
44	10	2	-0.4	6	13
45	-3	-2	.	-3	2
46	-11	7	-0.5	4	13
47	-6	8	-0.3	-10	-9
48	-6	2	-2.9	3	-2

Later entries.
entry	SMILES	SARS 3CLpro inh	PrPC TRFRET	PriA SSB inh	VHR inh abs	TcdB inh
49	Cc1cccc(C(=O)NCCCn2ccnc2)c1C	0	0	4	70	1.3
50	CC(=O)c1cccc(NC(=O)c2cccc3c(-c4cccc(C(N)=O)c4)coc23)c1	.	16	.	.	0.8
51	CC1(C)OC(=O)C(=CNc2ccc(F)cc2)C(=O)O1	-5	7	-7	17	.
52	Cc1ccc(-c2nc3c(c(=O)[nH]c(=O)n3Cc3ccccc3)n2C)o1	2	-12	4	12	1.7
53	Cc1ccc(C(=O)NC(NC(=S)Nc2ccc(S(N)(=O)=O)cc2)C(Cl)(Cl)Cl)cc1 (configuration not stated)	-2	-4	12	1	.
54	COC(=O)CSc1nc2ncccc2[nH]1	-1	2	-14	10	.
55	COc1cc(C(=O)OCc2cc(=O)n3ccsc3n2)ccc1OC(C)C	.	11	-9	.	-9.9
56	N/C(=N\c1nc(CSc2ccc(Cl)cc2)cc(=O)[nH]1)Nc1cccc2ccccc12	1	3	.	16	0.3
57	COc1ccc(Cn2c(=S)[nH]c3ccccc32)cc1	3	3	9	-18	1.4

entry	CCHFV vOTU inh	MazF activator	BH1578 lux ind	Rv3671c protease	Y pestis TopoI
49	-10	15	-0.4	1	6
50	-6	.	0.4	.	21
51	2	2	-0.1	-5	2
52	-6	9	-0.3	.	16
53	11	9	-0.4	-147	3
54	2	4	-0.3	-1	1
55	-9	2	3.4	-6	2
56	2	-54	i	4	1
57	-3	-8	i	0	-3

Only part of the results is shown, so the mix of outcomes need not match the whole.
